High-throughput results as filed in PubChem.
NRP1-CendR mod: NRP-1/CendR interaction modulation | O14786 | FAM-RPARPAR peptide binding to NRP-1, fluorescence polarization | inhibition, % at 25 µM | 0.85% of 360,000 active | AID 602438;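 active = inhibition or corrected inhibition above about 18%, plus a signal ratio from 0.5 to 1.5, limit read from the data, passing the limit was not always enough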; also: strong numbers were not always called active
MsrA act: activators of bovine methionine sulfoxide reductase A. activation, % at 10.6 µM. AID 602163. 0.3% of 360,000 active. purified bovine MsrA, absorbance read-out; in the data active = activation above about 7.5%;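 also: 0% = vehicle and 100% = reference activator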
FAS TE block: inhibitors of human fatty acid synthase thioesterase domain; 0.67% of 360,000 active; inhibition, % at 15 µM; P49327; AID 602261; recombinant FAS-TE, OMFH fluorogenic substrate, fluorescence endpoint;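 active = compounds whose normalised, plate-corrected inhibition of enzyme fluorescence in the single-dose primary screen is 50% or more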;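 also: 0% = DMSO with enzyme and 100% = substrate without enzyme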
MT1-MMP act inh: inhibitors of human MT1-MMP activation; 0.061% of 360,000 active; HT1080 RFP-PRO-GFP cells, GFP/RFP ratio fluorescence, overnight; percent of plate control window, DMSO zero; GFP/RFP ratio change, % at 20 µM; AID 651647; P50281;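 active = GFP/RFP ratio change of at least 30% with cell ATP level not reduced by more than half and red fluorescence within 50% of control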; also: strong numbers were not always called active
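Assay system: HT1080 RFP-PRO-GFP cells | Dosing: 20 µM single dose, 1% DMSO | Incubation: Cells overnight before dosing, compound overnight, 37 °C, 5% CO2 | Evaluation: GFP/RFP fluorescence ratio | Control set: DMSO-only wells and HT1080 RFP-L50D-GFP cell wells as references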
SKN-1 inh: blocks SKN-1 activity in C. elegans. 0.49% of 360,000 active. inhibition, % at 21.8 µM. C. elegans VP596 Pgst-4::GFP/RFP ratio, acrylamide-induced, 24 h;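 active = interference check ratio from 0.5 to 1.5 plus GFP to RFP signal ratio inhibition reaching or exceeding a fixed threshold, cut at about 30% in these data, passing the limit was not always enough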; also: some compounds called inactive have numbers as strong as hits
MsrA inh: bovine MsrA inhibition. purified bovine MsrA, absorbance read-out. 0.75% of 360,000 active. AID 651718. inhibition, % at 15.5 µM; in the data active = inhibition above about 4.5%;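 also: 0% = vehicle wells with enzyme and 100% = reference inhibitor wells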
MLLE-PAM2 inh: inhibitors of microRNA-mediated deadenylation, human PABP1 MLLE binding. GST-MLLE / FITC-PAM2 fluorescence polarization. 0.36% of 360,000 active. inhibition, % at 20 µM. P11940; in the data active = inhibition above about 35%, passing the limit was not always enough;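 also: plate controls were DMSO wells with GST-MLLE for no effect and wells lacking GST-MLLE protein for full effect; some results filed as inactive read as strong as hits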
Target sequence (P11940 whole entry, looked up): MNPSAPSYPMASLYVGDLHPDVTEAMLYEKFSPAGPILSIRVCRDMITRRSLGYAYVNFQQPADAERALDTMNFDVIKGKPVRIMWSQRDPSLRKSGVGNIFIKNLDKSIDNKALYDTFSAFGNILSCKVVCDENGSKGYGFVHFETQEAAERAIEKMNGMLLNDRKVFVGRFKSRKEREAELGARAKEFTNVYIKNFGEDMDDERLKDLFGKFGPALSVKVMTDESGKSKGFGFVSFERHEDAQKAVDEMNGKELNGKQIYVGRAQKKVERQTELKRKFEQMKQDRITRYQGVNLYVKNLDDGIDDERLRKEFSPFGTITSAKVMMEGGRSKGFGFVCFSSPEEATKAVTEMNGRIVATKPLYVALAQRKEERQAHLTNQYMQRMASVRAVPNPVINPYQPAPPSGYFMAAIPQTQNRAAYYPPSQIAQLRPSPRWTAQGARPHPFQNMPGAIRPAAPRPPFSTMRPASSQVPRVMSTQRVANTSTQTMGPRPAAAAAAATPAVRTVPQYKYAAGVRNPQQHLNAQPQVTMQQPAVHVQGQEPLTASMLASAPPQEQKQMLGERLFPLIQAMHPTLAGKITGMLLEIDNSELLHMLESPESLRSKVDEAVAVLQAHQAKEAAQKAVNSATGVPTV
Tb MetRS inh: Trypanosoma brucei MetRS inhibition; 0.4% of 360,000 active; AID 624268; purified T. brucei MetRS, ATP depletion, Kinase-Glo luminescence; inhibition, % at 11.9 µM;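 active = inhibition above a per-plate cutoff of the control wells' mean inhibition plus 3 SD, cut at about 5.5% in these data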;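 also: 0% = DMSO wells median and 100% = median of wells with control inhibitor compound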
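Test system: purified T. brucei MetRS enzyme. Also added: ATP, methionine and E. coli bulk tRNA substrates. Compound: 11.9 µM single point. Schedule: 15 min enzyme-compound preincubation, 2 h reaction, 10 min detection, 25 °C. Signal: luciferase luminescence of residual ATP, Kinase-Glo. Evaluation: percent inhibition versus plate control medians. Controls: DMSO wells, low control.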
eLon inh: E. coli protease La inhibition | P0A9M0 | purified E. coli Lon protease, fluorescence polarization | inhibition, % at 7.94 µM | 0.42% of 360,000 active | AID 602123; in the data active = inhibition above about 13%, passing the limit was not always enough;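 also: 0% = enzyme with probe and DMSO and 100% = no enzyme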
* = called active by the depositor; . = no result given. Rows were taken by chance; any-hit rate near 4%.

no. | Compound | NRP1-CendR mod | MsrA act | FAS TE block | MT1-MMP act inh | SKN-1 inh
1 | COc1ccc(-c2nn(-c3ccccc3)cc2/C=C/C(=O)OCC(=O)Nc2cccc(C#N)c2)cc1 | 9 | -1 | 2 | 1 | -3
2 | CCOC(=O)c1ccc(N[C@@H]2CCN3C(=O)c4ccccc4[C@@H]3C[C@H]2O)cc1 | -10 | -6 | -8 | 1 | 2
3 | Nc1nnn(CC(=O)N/N=C/c2ccc(Cl)cc2Cl)n1 | -7 | -2 | -2 | 7 | -4
4 | OC(CCN1CCCC1)(c1ccccc1)C1CCCCC1 (stereo not drawn) | -10 | -4 | -6 | -8 | 6
5 | CC(C)(C)c1ccc(OCC(=O)NC2CCS(=O)(=O)C2)cc1 (stereo not drawn) | 17 | 1 | -2 | 4 | 9
6 | N#CCCNS(=O)(=O)c1ccc(C(=O)OCC2CCCCC2)cc1 | 0 | -10 | 31 | -1 | -15
7 | CN1OC[C@@H]2CN(S(=O)(=O)c3cc(Cl)cc(Cl)c3)[C@H](c3ccc(-c4ccc(C#N)cc4)cc3)C[C@@H]21 | -4 | -2 | 45 | -4 | 16
8 | CCc1nc2c(OCCOC)cccn2c1N(C)C(=O)c1ccc(C)cc1 | -9 | -2 | -7 | -2 | 2
9 | CCc1ccc([C@@H]2C[C@H]3[C@@H](CN2S(=O)(=O)c2ccc(C)cc2)C(=O)C[C@@H](c2ccc(C)cc2)N3S(=O)(=O)c2ccc(C)cc2)cc1 | -11 | -7 | 20 | -1 | 4
10 | C/C(=N/NC(=O)c1ccc(Br)o1)c1ccncc1 | 5 | -4 | -13 | 2 | 17
11 | O=C(CCNC(=O)N1CC(=O)Nc2ccccc21)NCc1ccccc1Cl | -5 | 0 | -4 | 0 | 0
12 | O=C(CCN1CCN(CCO)CC1)Nc1ccc(OCc2ccccc2)cc1 | 1 | -2 | -7 | 2 | 6
13 | Cc1cc(C)n2nc(SCC(=O)N(C)c3ccccc3)nc2n1 | 5 | -3 | -3 | 2 | 11
14 | Cc1cc(Cl)ccc1NC(=O)CCC(=O)N/N=C/c1cc([N+](=O)[O-])ccc1O | 3 | 2 | 55* | 3 | -6
15 | CCN(c1ccccc1)S(=O)(=O)c1ccc(Cl)c(C(=O)NCC2CCCO2)c1 (stereo not drawn) | 18 | -7 | -7 | -2 | -12

no. | MsrA inh | MLLE-PAM2 inh | Tb MetRS inh | eLon inh
1 | -1.5 | -29 | -0.6 | -1
2 | -0.2 | -20 | -2.0 | -13
3 | 1.6 | 5 | -1.0 | -1
4 | -1.9 | 0 | -1.8 | -1
5 | -0.9 | -3 | 0.1 | 2
6 | 0.0 | -3 | -0.7 | 10
7 | 0.7 | 2 | 0.0 | -3
8 | -0.5 | 5 | -0.2 | 0
9 | 0.7 | 6 | -0.1 | -3
10 | 0.9 | 5 | 0.0 | -2
11 | -0.1 | -4 | 0.3 | -7
12 | -1.2 | -3 | -0.2 | 10
13 | 1.8 | 20 | 0.0 | -7
14 | 2.8 | -6 | 0.4 | -3
15 | 1.9 | -4 | -0.9 | -3

Structural class, the entries above containing nitrogen in an aromatic ring
no. | Compound | NRP1-CendR mod | MsrA act | FAS TE block | MT1-MMP act inh | SKN-1 inh
1 | COc1ccc(-c2nn(-c3ccccc3)cc2/C=C/C(=O)OCC(=O)Nc2cccc(C#N)c2)cc1 | 9 | -1 | 2 | 1 | -3
3 | Nc1nnn(CC(=O)N/N=C/c2ccc(Cl)cc2Cl)n1 | -7 | -2 | -2 | 7 | -4
8 | CCc1nc2c(OCCOC)cccn2c1N(C)C(=O)c1ccc(C)cc1 | -9 | -2 | -7 | -2 | 2
10 | C/C(=N/NC(=O)c1ccc(Br)o1)c1ccncc1 | 5 | -4 | -13 | 2 | 17
13 | Cc1cc(C)n2nc(SCC(=O)N(C)c3ccccc3)nc2n1 | 5 | -3 | -3 | 2 | 11

no. | MsrA inh | MLLE-PAM2 inh | Tb MetRS inh | eLon inh
1 | -1.5 | -29 | -0.6 | -1
3 | 1.6 | 5 | -1.0 | -1
8 | -0.5 | 5 | -0.2 | 0
10 | 0.9 | 5 | 0.0 | -2
13 | 1.8 | 20 | 0.0 | -7

More compounds.
no. | Compound | NRP1-CendR mod | MsrA act | FAS TE block | MT1-MMP act inh | SKN-1 inh
16 | O=c1oc2cc(Br)ccc2n1CSC1=NCCS1 | 5 | -3 | 10 | 0 | 11
17 | CS(=O)(=O)N(CC(=O)N1CCCC1)c1cc(Cl)c(Cl)cc1Cl | -5 | -3 | -3 | 14 | 1
18 | C[C@H](CO)N1C[C@H](C)[C@@H](CN(C)S(=O)(=O)c2ccc(F)cc2)Oc2ccc(NC(=O)C3CCCCC3)cc2C1=O | 8 | 0 | -4 | . | 19
19 | O=C(COC(=O)c1ccc[nH]c1=O)NC1CCCCCC1 | -6 | -8 | -7 | -7 | 0
20 | O=S1(=O)C[C@H](N2CC[C@@H](O)C2)[C@@H](COCc2ccccc2)N1 | 6 | -2 | -10 | 0 | 10
21 | CN(C)C(=O)c1nnsc1Sc1ccc(Cl)cc1 | 4 | -6 | -8 | -1 | 6
22 | COc1ccc(OC)c(C2=Nn3c(nnc3-c3cccc(OC(C)C)c3)SC2)c1 | -11 | -12 | 24 | -11 | -6
23 | COc1ccc(NS(=O)(=O)c2cccc3cccnc23)cc1 | -2 | -5 | -2 | 5 | -25
24 | O=C1c2ccc(Br)cc2C(=O)N1c1ccc(Cc2ccncc2)cc1 | -1 | -3 | -7 | -4 | 21
25 | CCCCN(Cc1nc2ccccc2c(=O)[nH]1)C(=O)CN1C(=O)NC2(CCCCC2)C1=O | -2 | 0 | -6 | 0 | 7
26 | CCCn1c2ccccc2c2nnc(SCC(=O)Nc3ncccn3)nc21 | 2 | -2 | 1 | -5 | 30
27 | O=C(c1ccccn1)N1CCCC(N2CCN(c3cccc(C(F)(F)F)c3)CC2)C1 (stereo not drawn) | 2 | -1 | -5 | 1 | 13
28 | Cc1ccn2c(NCc3ccccc3)c(-c3cccs3)nc2c1 | -8 | -4 | 13 | 2 | 15
29 | O=C(NC(=S)NC1CCS(=O)(=O)C1)c1cccc([N+](=O)[O-])c1 (stereo not drawn) | 11 | 0 | -4 | 4 | 11
30 | O=C(COC(=O)C1CCN(S(=O)(=O)c2ccc3c(c2)OCCO3)CC1)NC1CCS(=O)(=O)C1 (stereo not drawn) | -5 | -3 | -6 | 1 | 2

no. | MsrA inh | MLLE-PAM2 inh | Tb MetRS inh | eLon inh
16 | 0.7 | 30 | -0.4 | 3
17 | . | -3 | -0.4 | -6
18 | 0.6 | 4 | -0.5 | 0
19 | 0.9 | 5 | -0.9 | -3
20 | -0.1 | 6 | -0.7 | 0
21 | 0.1 | 6 | -0.3 | -9
22 | -0.7 | 24 | -1.0 | 6
23 | 0.0 | 23 | -2.0 | -4
24 | 0.1 | 1 | -0.9 | 5
25 | -0.1 | -7 | 0.1 | -5
26 | 1.8 | 25 | -1.1 | -3
27 | 0.0 | 7 | -0.3 | -6
28 | 0.8 | -1 | -0.2 | 4
29 | -1.7 | 12 | 0.2 | 5
30 | 0.6 | -3 | -0.5 | -6

Going on with the list:
no. | Compound | NRP1-CendR mod | MsrA act | FAS TE block | MT1-MMP act inh | SKN-1 inh
31 | Cc1cc(C)cc(NC(=O)CCN2CCCC2)c1 | 5 | -2 | -6 | 0 | 4
32 | O=C(N[C@@H](Cc1c[nH]c2ccccc12)C(=O)O)C1CCN(S(=O)(=O)c2cccs2)CC1 | -12 | -4 | -5 | -3 | -1
33 | O=S(=O)(c1ccc(F)cc1)N1CCN(c2ccc(F)cc2)CC1 | 11 | -2 | 16 | -1 | -3
34 | c1ccc(-c2nnc3n2CCCC3)cc1 | -8 | -3 | -13 | -1 | -7
35 | OC(c1ccc2ccccc2c1)c1ncc(-c2ccc(C(F)(F)F)cc2)[nH]1 (stereo not drawn) | 4 | 0 | 20 | 8 | 11
36 | COC(=O)c1cccc(NC(=O)c2ccc(S(=O)(=O)N3CCN(C)CC3)cc2)c1 | 2 | -1 | -2 | -5 | 7
37 | c1ccc2c(c1)Cn1c-2nc2ccccc21 | 5 | -2 | -12 | -1 | -17
38 | COc1cccc(C=Cc2nccc3ccccc23)c1OC | 25* | -7 | 4 | -1 | 13
39 | NC(=O)CN1C(=O)C(=O)N(Cc2ccccc2Cl)C1=O | 9 | -2 | -5 | 1 | 4
40 | Cc1ccccc1NC1=NC(C)(C)N=C(N)N1 | 13 | -3 | -12 | 1 | 0
41 | O=C(O)c1ccc(N/N=C/C=C/c2ccc([N+](=O)[O-])o2)cc1 | -179 | -4 | -33 | -16 | 28
42 | CCN(CC)c1ccc(NC(=O)c2ccco2)c(C)c1 | -1 | -10 | -6 | -1 | -9
43 | CN1CCn2c1nc(N1CCOCC1)nc2=O | 4 | -1 | -4 | 1 | 15
44 | Cc1ccc(CSc2nnc(-c3ccccn3)n2C)cc1 | 4 | 1 | -7 | -4 | -15
45 | CC(=O)N1CCN(c2cc(N3CCCC3)c(F)cc2[N+](=O)[O-])CC1 | 9 | -11 | 6 | 5 | 7

no. | MsrA inh | MLLE-PAM2 inh | Tb MetRS inh | eLon inh
31 | 1.3 | -19 | 0.1 | 6
32 | 0.6 | -5 | -0.4 | 13
33 | -1.1 | 6 | -0.7 | -1
34 | -0.8 | -8 | -0.8 | 8
35 | -0.3 | -1 | -0.1 | 1
36 | 0.2 | 1 | 0.2 | 8
37 | 0.1 | -7 | -2.2 | -1
38 | 0.7 | 12 | -0.3 | -1
39 | 1.6 | -3 | -1.1 | -1
40 | -0.6 | -7 | -0.6 | 9
41 | 3.7 | -150 | -0.5 | -126
42 | -0.4 | 1 | -0.9 | 10
43 | 1.5 | -13 | -0.6 | -1
44 | -0.4 | 9 | -0.4 | -5
45 | 0.3 | -5 | 1.4 | -3

Next part.
no. | Compound | NRP1-CendR mod | MsrA act | FAS TE block | MT1-MMP act inh | SKN-1 inh
46 | O=C(N/N=C/c1cccc([N+](=O)[O-])c1)c1ccc(Br)cc1 | 4 | -5 | 10 | 3 | 0
47 | CCCCSCc1nc2ccccn2c1Br | 4 | 0 | -2 | -2 | 5
48 | OC(CNCc1ccccc1Cl)C(F)(F)F (stereo not drawn) | 10 | -2 | -5 | -3 | -2
49 | Cc1ccc(/C=N\NC(=O)/C(=C\Nc2nccc(C)n2)NC(=O)c2ccccc2)cc1 | -6 | -3 | 1 | -1 | 0
50 | CCOC(=O)C1CCCn2c1nc1sc3c(c1c2=O)CCCC3 (stereo not drawn) | 6 | -3 | -11 | -2 | 19
51 | Cc1ccc(C(=O)Nc2ccc(N3CCCCC3)cc2)cc1 | -3 | -3 | 0 | 5 | -18
52 | CC(=O)NCCc1nc2cc(NC(=O)c3cccc([N+](=O)[O-])c3)ccc2n1C | 6 | -2 | 4 | 5 | 20
53 | Cc1ccc(S(=O)(=O)CCC(=O)OCC(=O)NCCc2ccc(S(N)(=O)=O)cc2)cc1 | -16 | -1 | -5 | -1 | 6

no. | MsrA inh | MLLE-PAM2 inh | Tb MetRS inh | eLon inh
46 | 1.5 | 3 | -0.1 | 5
47 | 0.9 | 28 | 1.0 | 0
48 | 0.6 | 6 | -0.4 | 4
49 | 5.9* | -8 | 0.6 | -4
50 | 1.0 | -1 | 0.5 | 6
51 | 0.7 | 2 | -0.3 | 1
52 | . | 11 | 0.4 | -3
53 | 1.4 | -3 | -0.2 | -12
